# STK33 kinase inh: inhibitors of purified STK33 kinase, primary screen, biochemical, ADP-Glo luminescence, homogeneous, cell-free; MBP phosphorylation; inhibition, % at 10 µM; Serine/threonine-protein kinase 33 (Homo sapiens), Q9BYT3; 320,000 tested, 0.073% active;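 active means inhibition at or above 25%, using the most active replicate where run in duplicate; inactive means inhibition below 25%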
# Target sequence (Q9BYT3 whole entry, looked up): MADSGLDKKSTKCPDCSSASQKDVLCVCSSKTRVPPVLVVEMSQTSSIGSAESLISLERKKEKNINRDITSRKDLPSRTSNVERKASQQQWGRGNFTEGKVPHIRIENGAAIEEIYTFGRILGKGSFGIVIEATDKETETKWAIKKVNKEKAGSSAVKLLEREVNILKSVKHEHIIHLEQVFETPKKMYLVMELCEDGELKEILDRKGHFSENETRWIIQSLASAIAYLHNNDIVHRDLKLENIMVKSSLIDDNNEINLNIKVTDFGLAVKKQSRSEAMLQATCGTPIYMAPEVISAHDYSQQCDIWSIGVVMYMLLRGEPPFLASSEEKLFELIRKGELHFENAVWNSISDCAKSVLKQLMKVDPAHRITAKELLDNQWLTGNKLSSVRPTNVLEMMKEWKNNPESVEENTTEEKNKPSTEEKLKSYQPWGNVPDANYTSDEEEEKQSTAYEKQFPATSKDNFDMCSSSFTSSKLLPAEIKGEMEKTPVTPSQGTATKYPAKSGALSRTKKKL
# CHT block: inhibitors of human choline transporter CHT; CHT-expressing cells, membrane potential dye, choline response; hits give low values; 310,000 tested, 0.86% active; AID 488975, 2010; High affinity choline transporter 1 (Homo sapiens), Q9GZV3; B-score at 10 µM;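 active means B-score over 3 SD under the library average, and starting fluorescence ratio not unusually high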;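 further: choline stimulus applied at its EC90 after an EC20 pre-addition; B-score computed on integrated fluorescence ratio after choline addition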
# Target sequence (Q9GZV3 whole entry, looked up): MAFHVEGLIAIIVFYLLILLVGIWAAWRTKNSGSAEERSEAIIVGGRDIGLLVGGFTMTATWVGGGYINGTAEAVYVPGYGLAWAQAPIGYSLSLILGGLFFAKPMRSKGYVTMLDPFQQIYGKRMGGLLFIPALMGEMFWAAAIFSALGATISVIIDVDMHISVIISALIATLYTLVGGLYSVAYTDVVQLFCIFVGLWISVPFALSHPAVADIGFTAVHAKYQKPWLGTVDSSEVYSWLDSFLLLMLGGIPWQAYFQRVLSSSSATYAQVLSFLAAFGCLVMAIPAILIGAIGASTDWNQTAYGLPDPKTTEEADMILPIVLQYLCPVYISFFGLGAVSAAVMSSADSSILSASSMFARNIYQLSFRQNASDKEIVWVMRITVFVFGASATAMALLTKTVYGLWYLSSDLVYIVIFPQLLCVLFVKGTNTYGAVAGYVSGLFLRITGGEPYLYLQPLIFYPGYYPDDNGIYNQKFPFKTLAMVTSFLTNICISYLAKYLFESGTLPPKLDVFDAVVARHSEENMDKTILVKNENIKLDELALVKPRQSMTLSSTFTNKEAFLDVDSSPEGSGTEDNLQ
# CHT allo act: CHT positive allosteric modulators, primary screen, cell-based, membrane potential dye, choline EC20; 310,000 tested, 0.49% active; CHT-expressing cells; hits give high values; LV-AA mutant CHT in HEK293 cells; B-score at 10 µM; AID 488977, 2010; High affinity choline transporter 1 (Homo sapiens), Q9GZV3;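 active means initial fluorescence not abnormally high and integrated response B-score, plate-corrected, over 3 SD above library mean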
# Starred values were filed as active, the others as inactive; i = inactive; · = not tested or not shown; & = joins results of further samples.
SMILES,STK33 kinase inh,CHT block,CHT allo act
COc1cc2c(C(=O)N3CCN(C)CC3)c(C)oc2cc1Br,-1.8,i,i
CC1(C(=O)O)CCC(C(=O)Nc2ccc(OC(F)(F)Cl)cc2)C1(C)C (stereo not given),-0.1,i,i
Cc1nc(SCC(=O)NCc2ccc(F)cc2)c2c(=O)n(C)c(=O)n(C)c2n1,-0.6,i,i
Cc1cc2c(NCc3ccccc3)ncnc2s1,-3.3,i,i
Cc1ccc(S(=O)(=O)N2CCN(C(=O)C(C)Cn3cncn3)CC2)cc1C (stereo not given),-0.1,i,i
COc1cccc(OCC(=O)O)c1,-2.0,i,i
Oc1c(Cl)cc(Cl)cc1/C=N/c1nccs1,-0.3,i,i
CC(=O)c1ccc(N2Cc3ccccc3C2=NC(=O)c2cccs2)cc1,0.7,i,i
COc1ccc(-c2[nH]ncc2CN2CCN(c3ccc(F)cc3)CC2)cc1,-0.6,i,i
Cn1cnc2cc(NC(=O)COc3ccccc3)ccc21,-0.8,i,i
COc1ccc(NC(=O)C2CCCN(C(=O)Nc3ccc(F)cc3)C2)cc1 (stereo not given),-1.1,i,i
Cc1ccc(-c2nc(-c3ccncc3)no2)c(C)c1,-2.3,i,i
Cc1ccc(NC(=O)CCC(=O)N2CCC(C)CC2)c([N+](=O)[O-])c1,-2.2,i,i
Cc1ccc(C(=O)NC2(O)C(=O)c3ccccc3C2=O)cc1C,0.2,i,i
CCn1c(=N)n(CC(=O)c2ccco2)c2ccccc21,2.1,i,i
CC(C)(C)N(CC#CCC(O)(c1ccccc1)C1CCCC1)CCO (stereo not given),-1.0,i,i
COc1ccc(CNCCc2ccc(Cl)cc2)cc1OCc1ccccc1,0.6,i,i
C/C(CCc1ccc2c(c1)OCO2)=N\N=C1\NC(=O)CC(C(=O)Nc2ccccc2)S1 (stereo not given),-0.9,i,i
CCOC(=O)c1ccc(Nc2nc(C)nc3c2nnn3Cc2ccccc2)cc1,-0.5,i,i
CCCCn1c(N)c(N(CC(C)C)C(=O)C2CC(=O)N(CCc3ccccc3)C2)c(=O)[nH]c1=O (stereo not given),-1.6,i,i
Cc1c(C#N)c2ccccc2n1CC(=O)NC(C)c1ccccc1 (stereo not given),-0.3,i,i
CCCCC1=NN2C(=N)CC(=O)N=C2S1,0.7,i,i
O/N=C/c1ccc(-c2ccccc2OC(F)(F)F)o1,-0.9,i,i
CCn1c(COc2ccc(C)cc2)nnc1SCC(=O)NNC(=O)c1ccc(OC)cc1,-0.8,i,i
COc1cc(NC(=O)c2ccc(Br)o2)ccc1NC(=O)c1ccccc1Cl,0.1,i,i
Cc1occc1C(=O)OCC(=O)Nc1ccc(F)cc1,-0.2,i,i
CCc1ccc2c(c1)C1(NN=C(c3ccccc3)S1)C(=O)N2 (stereo not given),-1.5,-6.5*,i
COCCNC(=O)c1ccc(NS(=O)(=O)c2cc(C)ccc2C)cc1,-1.3,i,i
COc1cc2c(cc1OC)C(c1cccc(F)c1)CC(=O)N2 (stereo not given),1.2,i,i
O=C(N/N=C/c1ccc(F)cc1)c1c(O)c2ccccc2[nH]c1=O,-1.9,i,i
Cc1cc(C)n2nc(SCCOc3ccccc3F)nc2n1,1.6,i,i
CCn1c(C(=O)O)c(S(=O)(=O)c2ccc(Cl)cc2)c2ccccc21,-2.7,i,i
CC(C(=O)Nc1ccccc1Cl)N(c1ccccc1)S(C)(=O)=O (stereo not given),-0.6,i,i
COc1cccc(OC)c1C(=O)NC(=O)Nc1c(F)c(F)c(F)c(F)c1F,-0.3,i,i
Oc1ccc(C(=S)N2CCN(c3cccc(Cl)c3)CC2)cc1,-1.7,i,i
O=C(NCc1cccc(Cl)c1)c1ccc2nc[nH]c2c1,0.6,i,i
CCOC(=O)CSC1=C(C#N)C(=O)NC2(CCCCC2)S1,-2.7,i,i
CC(=O)Nc1cc(C(=O)N(C)Cc2ccco2)ccc1Sc1ccc(Cl)cc1,-0.3,i,i
Cc1cc(C)c(S(C)(=O)=O)c(=O)[nH]1,0.0,i,i
Cc1nnc(SCC(=O)NC23CC4CC(CC(C4)C2)C3)s1,-0.9,i,i
CCC(=O)Nc1c2c(nn1-c1ccccc1C)CSC2,-1.1,i,i
CCn1nc(C)c(/C=N/NC(=O)CSc2ccccn2)c1C,-1.6,i,i
CCOC(=O)c1c(-c2cccs2)csc1NC(C)=O,-0.1,i,i
CCN1C(=S)SC(=O)C1=C1C=C(C)N(CCO)C(C)=C1,1.9,i,i
COc1ccc(NC(=O)c2sc3nc(N4CCCC4)c4c(c3c2N)CC(C)(C)OC4)c(OC)c1,-1.6,i,i
O=c1c(CN2CCN(c3ccccn3)CC2)coc2ccccc12,-0.7,i,i
O=C(COc1cccc(OC(F)F)c1)Nc1ccc(SC(F)F)cc1,-1.8,i,i
Cc1ccc(NC(=O)c2ccc3c(c2)[nH]c(=O)n3C(C)C)cc1,0.4,i,i

# Retrieved by structure from the entries so far, 5 records:
SMILES,STK33 kinase inh,CHT block,CHT allo act
Cc1ccc(-c2nc(-c3ccncc3)no2)c(C)c1,-2.3,i,i
CC(C)(C)N(CC#CCC(O)(c1ccccc1)C1CCCC1)CCO (stereo not given),-1.0,i,i
CCCCC1=NN2C(=N)CC(=O)N=C2S1,0.7,i,i
CCc1ccc2c(c1)C1(NN=C(c3ccccc3)S1)C(=O)N2 (stereo not given),-1.5,-6.5*,i
Cc1ccc(NC(=O)CCC(=O)N2CCC(C)CC2)c([N+](=O)[O-])c1,-2.2,i,i

# Ordered by number of heavy atoms (ascending): part of the list above
SMILES,STK33 kinase inh,CHT block,CHT allo act
Cc1cc(C)c(S(C)(=O)=O)c(=O)[nH]1,0.0,i,i
CCOC(=O)CSC1=C(C#N)C(=O)NC2(CCCCC2)S1,-2.7,i,i
CC(=O)Nc1cc(C(=O)N(C)Cc2ccco2)ccc1Sc1ccc(Cl)cc1,-0.3,i,i

# The list continues:
SMILES,STK33 kinase inh,CHT block,CHT allo act
CCN1C(=O)C(NC(C)=O)c2cc(Br)ccc21 (stereo not given),3.2,i,i
CCCN(CCC)C(=O)C1CCC(CNS(=O)(=O)c2cccc3nsnc23)CC1 (stereo not given),·,i,i
Cc1nn(CC(=O)NC(C)c2ccccc2)c(=O)c2ccccc12 (stereo not given),-0.3,i,i
CCOC(=O)C1=C(C)NC(=S)NC1c1ccc(-c2cccc(Cl)c2C)o1 (stereo not given),0.0,i,i
Cc1ccc(-c2nc3ccccc3s2)cc1NC(=S)NC(=O)/C=C/c1ccco1,1.3,i,i
O=C(N1CCOCC1)N1CCC(n2nnc3ccccc32)CC1,-1.5,i,i
COc1ccc(CC(=O)Nc2nnc(C(C)(C)C)s2)cc1OC,-0.3,i,i
CCCn1nnc(NC(=O)/C=C/c2cc(Br)ccc2OC)n1,-2.8,i,i
CC(C)(C)n1nc2c(c1NC(=O)COc1ccc3ccccc3c1)CS(=O)(=O)C2,-1.1,i,i
O=C(Cc1cccs1)Nc1ccc(F)cc1F,-2.8,i,i
COC(=O)c1ccccc1C(=O)c1ccc2c(c1)NC(=O)CO2,·,i,i
Cc1cc(N2CCN(C)CC2)nc2ccc(NC(=S)NCc3cccs3)cc12,0.5,i,i

# A stretch of the results above, for reference:
SMILES,STK33 kinase inh,CHT block,CHT allo act
CCN1C(=O)C(NC(C)=O)c2cc(Br)ccc21 (stereo not given),3.2,i,i
CCCN(CCC)C(=O)C1CCC(CNS(=O)(=O)c2cccc3nsnc23)CC1 (stereo not given),·,i,i
Cc1nn(CC(=O)NC(C)c2ccccc2)c(=O)c2ccccc12 (stereo not given),-0.3,i,i

# (further entries)
SMILES,STK33 kinase inh,CHT block,CHT allo act
CC(C)(C)c1cc(/C=N/NC(=O)Cc2nc3ccccc3[nH]2)cc(C(C)(C)C)c1O,-0.3,i,i
CC(C)(C)C(=O)CSc1ncccn1,0.7,i,i
COC(=O)C(CC(C)C)Oc1ccc2c(C)cc(=O)oc2c1 (stereo not given),-1.7,i,i
Cc1ccc(NC(=O)c2ccc(NS(=O)(=O)c3ccc4[nH]c(=O)[nH]c4c3)cc2)nc1,4.4,i,i
CS(=O)(=O)c1cnc2c(S(=O)(=O)c3ccccc3)cnn2c1N,0.7,i,i
Cc1cc(C)nc(/N=C(\N)Nc2ccc(SC(F)F)cc2)n1,-0.3,i,i
CC1CN(/C(=N\S(=O)(=O)c2ccccc2)c2ccccc2)CC(C)O1 (stereo not given),-1.4,i,i
CC(=O)CCc1ccc(OCC(O)CNCCOc2ccc(C)cc2)cc1 (stereo not given),-2.1,i,i
Cc1n[nH]c(=O)c2c(NC(=O)CSc3nn(-c4ccccc4)c(=S)s3)oc(C)c12,0.1,i,i
COc1ccccc1CNC(=O)C1CCCC1,-1.2,i,i
CSc1ccccc1OCc1cc(C(=O)N2CCc3sccc3C2)no1,-0.6,i,i
Cc1ccc(S(=O)(=O)N(Cc2cc3ccc(C)cc3[nH]c2=O)c2ccccc2)cc1,-2.1,i,i

# The final two entries of the part before open the next one:
SMILES,STK33 kinase inh,CHT block,CHT allo act
CSc1ccccc1OCc1cc(C(=O)N2CCc3sccc3C2)no1,-0.6,i,i
Cc1ccc(S(=O)(=O)N(Cc2cc3ccc(C)cc3[nH]c2=O)c2ccccc2)cc1,-2.1,i,i
CC(C)CC(=O)Nc1ccc(C(=O)CN2CCN(c3ccc(O)cc3)CC2)cc1,-0.3,i,i
CCOc1ccc(/C=C/C(=O)N(CC)CC(=O)Nc2ccc3c(c2)OCCO3)cc1OC,-0.4,i,i
COc1ccc(C(=O)NCC(=O)OCC(=O)N2CCC(C)CC2)cc1OC,-1.6,i,i
Cc1ccc(CNC(=O)COC(=O)c2cncc(Br)c2)cc1,-2.7,i,i
O=C(C1=C(O)C(=O)N(CC2CCCO2)C1c1ccccc1[N+](=O)[O-])c1ccco1 (stereo not given),-1.5,i,i
O=C(Nc1ccccc1)N1CCCN(Cc2ccccc2F)C1,0.5,i,i
COc1ccccc1/C=N/NC(=O)CCSc1ccccc1,0.3,i,i
CCOC(=O)C(NC(=O)c1ccc(OC)cc1)(OCC1(CC)COC1)C(F)(F)F (stereo not given),0.2,i,i
Cc1cccc(OCC(=O)OC(C)C(=O)Nc2ccc(S(=O)(=O)N3CCCCC3)cc2)c1 (stereo not given),·,i,i
COc1ccccc1N(CC(=O)NC1CCCC1)C(=O)CCC(=O)Nc1cc(C)on1,-1.5,i,i
COc1ccc2oc(C(=O)OCC(=O)N(C)c3c(N)n(Cc4ccccc4)c(=O)[nH]c3=O)c(C)c2c1,-1.1,i,i
COc1ccc(-c2noc(CCCC(=O)Nc3ccc(C(N)=O)cc3)n2)cc1OC,-2.2,i,i
CCOc1ccc(OCCC(=O)OCC(=O)Nc2ccc(N3CCOCC3)cc2)cc1,-1.3,i,i
C/C=C(/C)C(=O)Nc1cccc(C2=NOC3(C2)C[C@@H](C(N)=O)N(C(=O)CCCCC)C3)c1 (stereo not given in full),-1.2,i,i
CCc1ccc2c(c1)C(NC(C)=O)C(=O)N2CCN1CCOCC1 (stereo not given),-1.4,i,i
COc1cc(C(=S)N2CCOCC2)ccc1O,-1.0,i,i
CC(=O)NC1C(OCc2ccccc2)OC(CO)C(OC(C)=O)C1OC(C)=O (stereo not given),-1.1,i,i
Cn1c(=O)n(Cc2ccc(F)cc2)c(=O)c2c1nc1n2CCCN1Cc1ccccc1,-1.7,i,i
COc1ccc(NC(=O)c2cc(-c3cc(C)ccc3O)n[nH]2)cc1Cl,-3.0,i,i
COC(=O)C1CCCN1S(=O)(=O)c1ccccc1NC(=O)c1cc(OC)c(OC)c(OC)c1 (stereo not given),-1.4,i,i
S=c1nc(-c2ccc(Cl)cc2)[nH][nH]1,-0.3,i,i
CCCS(=O)(=O)N1CCN(Cc2ccc(OCc3ccccc3)c(OC)c2)CC1,-1.6,i,i
CCCc1n[nH]c2c1/C(=N\O)CCC2,12,i,i
Cc1ccc2cc(NC(=O)c3ccccc3)ccc2n1,1.5,i,i
CCc1cccc(C)c1NC(=O)CCOc1ccccc1,-1.3,i,i
COc1ccc(CN2C=C3C(=O)C(C)(OC(=O)C4CCCC4)C(=O)C=C3C=C2c2ccsc2)cc1 (stereo not given),0.6,i,i
Cc1ccc(-c2cc(C(=O)NC3CCN(Cc4ccccc4)CC3)c3ccccc3n2)cc1,0.6,i,i
Cc1c(C(=O)O)oc2c(F)cccc12,0.6,i,i
CCCCC(=O)Nc1cc(C)c(NC(=O)c2cccs2)cn1,-0.8,i,i
O=C(Nc1ccc(COc2ccccc2)cc1)Oc1ccccc1N1CCOCC1,-0.3,i,i
CCn1c(SCc2ccc(C(=O)Nc3nccs3)cc2)nnc1-c1ccc(N)cc1,-1.1,i,i
COc1ccc(NC2CCCN(C(=O)CCc3cn[nH]c3)C2)cc1 (stereo not given),1.2,i,i
O=S(=O)(Nc1ccc(-c2ccc(N3CCOCC3)nn2)cc1)c1cc(Cl)ccc1Cl,·,i,i
CN(C)S(=O)(=O)c1ccc(NC(=O)COC(=O)C2COc3ccccc3O2)cc1 (stereo not given),0.0,i,i
CCOC(=O)C1=C(C)N=c2s/c(=C/c3ccc(OCC(=O)O)cc3)c(=O)n2C1c1cc(OC)c(OC)c(OC)c1 (stereo not given),-2.3,i,i
O=C(Nc1nn(Cc2ccccc2F)cc1Br)c1cccs1,0.5,i,i
CCOC(=O)N1CCN(C(=O)c2cccc(NC(=O)c3ccco3)c2)CC1,-1.5,i,i
CCCCCCCCCCOC(=O)Cn1c(COc2ccc(OC)cc2)[n+](C)c2ccccc21,9.8&12,i,13*
Cc1ccc(NC(=O)CN(C)C(=O)CSc2nc(C)cs2)cc1,-2.2,i,i
O=C(COc1ccc(Cl)cc1Cl)NC(=O)N1CCCCC1,-0.2,i,i
Cc1ccc(NC(=O)CCC(=O)NNC(=O)c2cccc([N+](=O)[O-])c2)cc1C,0.8,i,i
Cc1ccc(S(=O)(=O)NC(=O)c2cccc(Br)c2)cc1,-0.6,i,i

# Screens from PubChem BioAssay.
